# Source: PubChem
# PP1 inh: PP1-alpha (human) inhibition in PP5 counter-screen; purified PP1alpha, OMFP fluorescence; P62136; AID 2235; 320,000 tested, 0.9% active; inhibition, % at 6.7 µM;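 active = inhibition above the mean inhibition of all tested compounds plus 3 SD, computed separately for each screening campaign, cut at about 15% in these data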
# Target sequence (P62136 whole entry, looked up): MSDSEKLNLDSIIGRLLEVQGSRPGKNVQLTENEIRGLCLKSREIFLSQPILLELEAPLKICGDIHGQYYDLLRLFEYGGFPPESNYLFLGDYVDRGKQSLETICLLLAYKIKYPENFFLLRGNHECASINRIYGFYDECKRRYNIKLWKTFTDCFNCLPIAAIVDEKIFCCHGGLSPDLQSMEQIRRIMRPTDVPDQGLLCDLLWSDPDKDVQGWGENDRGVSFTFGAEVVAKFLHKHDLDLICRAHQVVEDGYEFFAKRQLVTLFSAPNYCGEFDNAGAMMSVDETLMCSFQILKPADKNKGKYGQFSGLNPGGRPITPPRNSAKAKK
# ZTA DNA inh: ZTA (EBV) inhibition in EBNA-1 counter-screen; P03206; ZTA-DNA binding, fluorescence polarization; inhibition, % at 11 µM; 320,000 tested, 0.15% active; AID 2234; in the data active = inhibition above about 33%
# Target sequence (P03206 whole entry, looked up): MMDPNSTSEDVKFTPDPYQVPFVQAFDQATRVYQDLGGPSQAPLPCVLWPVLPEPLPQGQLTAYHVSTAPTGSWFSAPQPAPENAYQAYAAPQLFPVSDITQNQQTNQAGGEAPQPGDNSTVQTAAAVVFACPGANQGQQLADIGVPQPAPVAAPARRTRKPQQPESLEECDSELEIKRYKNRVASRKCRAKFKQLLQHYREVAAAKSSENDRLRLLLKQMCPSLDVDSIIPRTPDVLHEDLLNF
# GASC-1 inh: blocks human GASC-1 demethylase activity; Q9H3R0; GST-JMJD2C(1-420) H3K9me3 demethylation, DELFIA europium; inhibition, % at 2.35 µM; 330,000 tested, 0.069% active; AID 2099;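 active = more than half of a compound's replicate wells show inhibition beyond 50%, single wells judged on their own value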;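 note: signal counts dimethyl H3K9 product captured on neutravidin plate; 0% = median of DMSO wells and 100% = 0.3 times that DMSO median; strong numbers were not always called active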
# Target sequence (Q9H3R0 1-420 limits assumed): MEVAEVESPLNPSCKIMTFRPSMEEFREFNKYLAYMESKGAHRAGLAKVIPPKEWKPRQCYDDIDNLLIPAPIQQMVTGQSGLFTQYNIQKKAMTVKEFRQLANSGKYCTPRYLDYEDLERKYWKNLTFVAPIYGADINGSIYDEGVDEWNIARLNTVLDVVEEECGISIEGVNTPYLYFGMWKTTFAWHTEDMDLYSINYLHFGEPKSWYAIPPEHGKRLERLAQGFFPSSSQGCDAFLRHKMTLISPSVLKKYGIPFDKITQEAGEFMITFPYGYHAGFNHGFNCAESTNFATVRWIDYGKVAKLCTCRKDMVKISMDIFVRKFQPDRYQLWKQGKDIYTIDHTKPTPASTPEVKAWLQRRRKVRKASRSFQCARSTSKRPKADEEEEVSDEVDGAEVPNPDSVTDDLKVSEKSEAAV
# PP5 primary: inhibitors of human protein phosphatase 5 (PP5); purified PP5c, OMFP substrate fluorescence; inhibition, % at 6.7 µM; 320,000 tested, 0.18% active;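 active = inhibition above the campaign's mean inhibition across all tested compounds plus 3 SD, cut at about 9.5% in these data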;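 note: 0% = DMSO only and 100% = 100 µM cantharidin control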
# Yeast superoxide: caloric restriction mimetics inhibiting age-related superoxide in yeast. 330,000 tested, 0.18% active. superoxide response (% of plate mean), % at 10 µM. S. cerevisiae aged cells, superoxide DHE fluorescence; active compounds read low;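 active = superoxide response under a set limit, about three screen SD below normal, cut at about 65% in these data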;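 note: yeast aged for seven days with compound at 30 °C before DHE staining; 100% = average MFI of all compound-treated wells on the plate with controls excluded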
# HCV core dimer: blocks dimerization of HCV core protein | TR-FRET GST/Flag-core106 dimerization, 1536-well | 300,000 tested, 0.33% active | inhibition, % at 5 µM;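 active = inhibition above the mean of all tested compounds plus 3 SD, set per screening campaign, cut at about 45% in these data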
#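 Assay system: tagged HCV core106 pair (GST and Flag); medium: KF-containing HEPES buffer, pH 7.45, DTT, CHAPS, BSA; also added: Eu donor and XL665 acceptor anti-tag antibodies; dosing: 5 µM single dose; timing: compound-protein-antibody incubation 4 h at 22.5 °C; signal: TR-FRET 671 and 617 nm emission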
# EBNA-1 inhibitor: blocks EBNA-1 binding to DNA; EBNA-1 DNA binding, fluorescence polarization; inhibition, % at 14.8 µM; 300,000 tested, 0.34% active; AID 1950; in the data active = inhibition above about 28%
# CTSL1 counter: counter-screen for PFM18AAP inhibitors: inhibitors of F. hepatica cathepsin L1; recombinant F. hepatica cathepsin L1, Z-Leu-Arg-MCA fluorescence; inhibition, % at 5.96 µM; 300,000 tested, 0.49% active; AID 1906;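 active = inhibition above the mean of all tested compounds plus 3 SD, set per screening campaign, cut at about 17% in these data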;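 note: 0% = plate median of test compound wells and 100% = 1 µM Z-Phe-Ala-diazomethylketone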
# TPT1 inhibitor: blocks Candida albicans tRNA 2'-phosphotransferase; inhibition, % at 5 µM; 300,000 tested, 0.81% active; recombinant caTPT1, FP RNA substrate dephosphorylation; AID 1962;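 active = inhibition above the mean of all tested compounds plus 3 SD, set per screening campaign, cut at about 24% in these data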;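 note: plate controls were DMSO alone for no effect and ferristatin control at 100 nM for full effect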
# The depositor's hits bear a star; nt = no result given.
No.	Molecule	PP1 inh	ZTA DNA inh	GASC-1 inh	PP5 primary	Yeast superoxide	HCV core dimer	EBNA-1 inhibitor	CTSL1 counter	TPT1 inhibitor
1	Cn1cc(C(=O)NCc2cccs2)c(=O)c2cc(S(=O)(=O)N3CCCC3)ccc21	-9	2	-7	1.4	110	5	-3	1	-4
2	COc1cc(C(=O)NCc2nnc(SCC(=O)N3CCCCCC3)o2)cc(OC)c1OC	-2	5	8	4.1	81	-12	4	-4	4
3	CC1CN(S(=O)(=O)c2cccc(C(=O)Nc3ccc4c(c3)CCC4)c2)CC(C)O1 (centres undefined)	1	4	-3	2.8	111	-1	-5	-1	-9
4	O=C(CN1CCCC1)Nc1ccccc1Sc1ccc(Cl)cc1	0	16	-1	-0.2	113	0	2	0	-2
5	CCOC(=O)C1CCN(Cc2ccc(F)c(F)c2)CC1	-3	-3	2	1.1	95	0	5	-2	-2
6	CCOc1ccc2nc(NC(=O)CSc3ccc(Cl)cc3)sc2c1	3	13	2	4.1	96	8	9	3	5
7	Cc1nc2ccccc2n1CC(O)COCC1CC=CCC1 (centres undefined)	-6	6	6	4.0	115	13	-4	-3	-2
8	Cc1ccc(C(=O)N/C(=C/c2cn(-c3ccccc3)nc2-c2ccccc2)C(=O)O)cc1	2	-17	-2	1.8	104	4	0	-2	-1
9	COc1cccc(NC(=O)CN(C)C(=O)c2ccc(-c3cccc(C(F)(F)F)c3)o2)c1	0	-1	9	6.0	95	-1	-9	3	-2
10	Cc1onc(-c2ccccc2)c1NC(=O)N(CCC(=O)O)Cc1ccccc1	-5	0	-19	-0.9	106	2	4	-3	3
11	CCc1nc(SCC(=O)Nc2cc(C)ccc2OC)c2c(C)c(C)sc2n1	-2	-7	12	0.6	102	0	-9	0	-2
12	CC(C)(C)OC(=O)N1CCC[C@H]1c1nnc(SC/C=C/c2ccccc2)o1	5	18	-10	-1.2	103	20	-3	1	3
13	CCS(=O)(=O)c1nc2ccccc2n1CC(=O)N1CCCCC1	-3	11	12	-1.5	93	1	-4	-4	0
14	Brc1ccc2c(c1)C(C1=NCCN1)c1ccccc1CS2 (centres undefined)	0	-3	17	2.2	120	-3	-7	-3	2
15	CCOC(=O)C1(CCOc2ccccc2)CCN(Cc2nccn2CC)CC1	3	-31	-19	2.9	90	-4	-6	2	-3
16	Cc1ncn2cc(-c3ccc(Cl)cc3Cl)[nH]c(=O)c12	-1	-4	3	0.8	113	1	4	0	1
17	CCOc1ccc(S(=O)(=O)N(C)c2ccc(OCC(=O)N3c4ccc(C)cc4C4CN(C)CCC43)cc2)cc1 (centres undefined)	5	2	4	-0.4	105	2	-3	0	0
18	COc1ccc(N2CCN(C(=O)c3ccc(C)c(Cl)c3)CC2)cc1	1	12	7	-0.2	83	-3	8	1	-2
19	CC(C)N(CC(N)=O)C(=O)Cc1coc2cc3c(cc12)CCC3	1	2	4	0.2	104	8	-5	-1	3
20	c1ccc(-c2cc(-c3ccccc3)on2)cc1	-1	-8	1	-2.2	103	1	7	-1	-1
21	COc1ccccc1-c1cnn2c(NCc3ccccc3)cc(C)nc12	1	-15	-15	1.9	111	-4	10	-6	0
22	CCN(Cc1ccncc1)C(=O)c1cccs1	2	0	-28	0.0	106	-2	6	6	-9
23	COc1ccc(COC(=O)C2=C(C)NC(=O)NC2c2ccc(OC)c(OC)c2)cc1 (centres undefined)	-3	-5	-6	1.2	95	11	6	0	-3
24	Cc1ccccc1C(=O)N1CCC(C(=O)N(CC(C)C)c2c(N)n(Cc3ccccc3)c(=O)[nH]c2=O)CC1	-4	12	3	-0.1	97	2	-10	0	0
25	COc1ccccc1N1CCN(C(=O)Cn2nnc(-c3ccncc3)n2)CC1	4	-13	6	-0.7	90	-1	-2	-1	-1
26	O=C1c2ccccc2S(=O)(=O)c2cc(N3CCC4(CC3)OCCO4)ccc21	0	-3	7	4.5	94	2	-6	-2	30*
27	COCCCn1c(-c2cccc(Cl)c2)nc2c1c(=O)[nH]c(=O)n2Cc1ccccc1	4	9	8	1.4	89	12	-11	-2	0
28	Cc1oc(-c2cccc(Cl)c2)nc1CN1CCC(C(=O)NCCCN2CC(C)CC(C)C2)CC1 (centres undefined)	-5	0	-11	-2.2	121	-7	7	-1	0
29	CNC(=O)NC(=S)NC(=O)c1cccc(Cl)c1	-2	5	7	-1.1	104	-3	-6	2	3
30	Cc1ccc2ncccc2c1N	3	0	-4	-0.9	103	-2	-2	5	0
31	Cc1ccc(NS(=O)(=O)c2ccc(OCC(=O)NCc3ccco3)cc2)cc1	-1	-6	-4	4.2	109	4	2	0	3
32	COC(=O)c1ccc(C(=O)N(Cc2ccccc2)c2ccccc2)cc1	1	-9	18	1.9	96	8	1	2	-2
33	Cc1nnc(NC(=O)CCC(=O)NCc2ccco2)s1	-5	-1	-1	-3.9	110	-1	-10	5	0
34	CN(C(=O)COc1ncnc2sccc12)C1CCCCC1	-7	13	6	-1.6	108	nt	nt	nt	nt
35	Cc1ccc(S(=O)(=O)N2C(=O)CCC2C(=O)O/N=C(\N)c2cccc([N+](=O)[O-])c2)cc1 (centres undefined)	2	-2	-3	1.1	107	2	0	9	-1
36	O=S1(=O)CCOC[C@H](CC2CCCCC2)N1Cc1cccc(C(F)(F)F)c1	5	-5	-11	3.8	92	-5	1	3	-2
37	Cc1cc(NC(=O)NC(=O)c2ccccc2F)no1	-1	7	-7	2.5	97	3	0	0	-1
38	CCCS(=O)(=O)c1c(S(=O)(=O)CCC)c2c(N)cccn2c1C(=O)c1ccccc1	0	-3	2	4.6	115	4	-14	0	5
39	CC1=NNC(=O)C1CCC(=O)N/N=C(/C)c1ccc([N+](=O)[O-])cc1 (centres undefined)	-1	-10	5	0.2	94	-4	-4	0	4
40	Cc1onc(-c2c(F)cccc2Cl)c1C(=O)ONC(=O)c1ccccc1	-3	8	1	-0.7	99	0	3	-3	-1

# The final three compounds of the section above lead into the next:
No.	Molecule	PP1 inh	ZTA DNA inh	GASC-1 inh	PP5 primary	Yeast superoxide	HCV core dimer	EBNA-1 inhibitor	CTSL1 counter	TPT1 inhibitor
38	CCCS(=O)(=O)c1c(S(=O)(=O)CCC)c2c(N)cccn2c1C(=O)c1ccccc1	0	-3	2	4.6	115	4	-14	0	5
39	CC1=NNC(=O)C1CCC(=O)N/N=C(/C)c1ccc([N+](=O)[O-])cc1 (centres undefined)	-1	-10	5	0.2	94	-4	-4	0	4
40	Cc1onc(-c2c(F)cccc2Cl)c1C(=O)ONC(=O)c1ccccc1	-3	8	1	-0.7	99	0	3	-3	-1
41	CCC(C)N(C(=O)c1csnn1)C(C(=O)NC(C)(C)C)c1ccccc1 (centres undefined)	-4	4	-1	-3.3	95	-8	1	-12	-4
42	CC(C)(CNC(=O)Cc1ccc(Cl)cc1Cl)N1CCOCC1	-2	3	11	0.1	100	8	15	6	-3
43	COC(=O)c1ccnc(/C=N/O)c1	-4	-2	5	0.6	104	-4	-2	2	50*
44	C/C(=N\NC(N)=S)C12CC3CC(CC(C3)C1)C2	-2	7	12	-0.5	85	7	5	18*	5
45	O=C(/C=C/c1ccco1)Nc1nc(-c2ccccc2)cs1	2	2	3	-1.6	106	38	9	5	4
46	O=C(Nc1ccc(N2CCCCC2)c(C(=O)O)c1)c1ccco1	0	5	-2	4.2	108	-2	-9	-2	-6
47	NC(=O)NCCCC(=O)NCC(c1ccccc1Cl)c1c[nH]c2ccccc12 (centres undefined)	1	8	-21	1.6	98	6	14	-6	0
48	O=c1cnnc(N/N=C/c2c[nH]c3ccccc23)[nH]1	-1	-2	-24	0.9	110	-6	-10	10	-2
49	CCN(CC)CCn1c2c(c(SCC(=O)Nc3nc4ccccc4s3)nc1=O)CCCC2	-3	-4	23	0.0	90	1	2	-2	2
50	CC(C)CCNC(=S)Nc1ccccn1	3	-1	-9	2.8	112	0	-5	-3	3
51	CCOc1cc(/C=N/NC(N)=O)cc(Br)c1OCc1ccccc1F	0	-1	-6	1.8	111	3	2	0	1
52	CCOc1ccccc1NC(=O)CSc1nc(=O)n(Cc2ccncc2)c2c1CCC2	-3	-21	-44	0.6	106	-5	6	-4	1
53	CCN(CC)S(=O)(=O)c1ccc(C(=O)OCC(=O)Nc2sc3c(c2C#N)CCCCC3)cc1	3	-3	26	-0.3	103	-3	0	-2	2
54	Cc1ccc(NC(=O)Nc2ccc(Cl)cc2)c(Br)c1	0	7	0	2.9	101	8	25	-4	0
55	O=S(=O)(c1ccccc1F)N1CCN(Cc2cc3c(cc2Br)OCCO3)CC1	5	1	3	1.7	132	nt	nt	nt	nt
56	COc1ccccc1N(C)S(=O)(=O)c1ccc(C(=O)Nc2ccc(N3CCOCC3)cc2)cc1	1	-14	11	1.0	106	-3	-3	-3	-3
57	CCN(/N=C/C=C/c1ccccc1)c1cc(=O)n(C)c(=O)[nH]1	-1	-1	1	1.0	92	0	7	5	1
58	CC(=O)c1ccc(OCc2cc(C(=O)NC(C)c3cnn(C)c3)no2)cc1 (centres undefined)	-3	-13	-2	3.5	78	-4	18	-1	2
59	CCOC(=O)c1sc(NC(=O)CSc2nc(-c3ccco3)cc(C(F)(F)F)n2)c(C(=O)OC)c1C	0	-4	9	2.5	106	-2	-4	-2	-1
60	COC(=O)c1ccc2ccccc2c1OC1OC(CO)C(O)C(O)C1NC(C)=O (centres undefined)	0	4	-2	3.5	77	4	-6	0	2
61	CCS(=O)(=O)c1ccc2c(c1)N(S(=O)(=O)c1ccc(C)cc1)CC(C(=O)O)O2 (centres undefined)	-7	-1	-9	-0.8	94	-2	-2	-2	-1
62	Cc1nc(-c2ccc(Cl)cc2)sc1C1(C)CC(c2ccccc2Br)=NO1 (centres undefined)	2	4	2	5.1	nt	5	-2	4	1
63	CCn1c(Cc2ccccc2)nnc1SCC(=O)Nc1ccccc1N1CCOCC1	-1	-6	4	-2.5	93	1	9	-5	-3
64	COc1ccc(CNC(=O)C(=O)NCCCn2ccnc2)cc1	1	-12	3	-1.2	87	-3	2	1	-1
65	O=c1[nH]c2ccc(Cl)cc2c(-c2ccccc2)c1N1CCOCC1	1	10	-1	3.7	112	-2	5	-1	-3
66	Cc1ccccc1NC(=O)Cc1nc(CSc2nnc(-c3ccc4c(c3)OCO4)o2)cs1	-3	-2	1	2.2	109	2	-3	-2	3
67	NC(=S)Cc1nc2n(n1)Cc1ccccc1-2	-1	4	-4	2.5	108	-4	-15	1	2
68	COc1ccc(C)cc1NC(=O)C1CCN(S(=O)(=O)c2c(C)noc2C)CC1	0	4	-10	2.9	102	1	5	-2	0
69	Cc1ccc2c(c1)N(CC(=O)NC(C)CCc1ccccc1)C(=O)c1cccnc1O2 (centres undefined)	-2	6	-7	3.5	96	2	-13	-4	-3
70	COc1ccc(N(CC(=O)NC2CCCCC2C)S(=O)(=O)c2c(C)nn(C)c2C)cc1 (centres undefined)	-2	-6	3	3.2	87	5	3	0	1
71	CCOC(=O)[C@@H]1[C@H]2COc3ccccc3[C@H]2N2C(=O)N(c3ccc(OC)cc3)C(=O)[C@]12C	-3	-9	1	-0.1	99	5	-5	-1	-1
72	Cc1cc2n(n1)C(c1c[nH]c3ccccc13)Nc1ccccc1-2 (centres undefined)	-1	0	1	3.7	98	9	0	1	-3
73	CCOC(=O)CNC(=S)N(Cc1ccco1)Cc1ccccc1Cl	1	13	3	-0.4	118	10	7	1	3
74	CCN1C(=O)[C@@H]2[C@@H](c3ccc(-c4ccc(F)cc4)c(OC)c3)N3CCCC[C@@]3(C(=O)OC)[C@@H]2C1=O	4	-7	14	3.1	102	-8	-2	2	3
